Assay outcomes (PubChem BioAssay)
Caspase-1 inhib = caspase-1 (human) inhibition, allosteric or competitive; Potency, µM (titrated, usually from 57.5 µM), inactives show at the top dose activity change, negative = inhibition, usual class: inhibitors; 75,000 compounds, 0.03% hits; Caspase-1 enzyme, Ac-WEHD-AFC fluorogenic rate;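 also: potency is read from the fitted curve at half-maximal effect; plate controls were vehicle for no effect and no substrate for full effect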
Target sequence (P29466 120-297 limits assumed): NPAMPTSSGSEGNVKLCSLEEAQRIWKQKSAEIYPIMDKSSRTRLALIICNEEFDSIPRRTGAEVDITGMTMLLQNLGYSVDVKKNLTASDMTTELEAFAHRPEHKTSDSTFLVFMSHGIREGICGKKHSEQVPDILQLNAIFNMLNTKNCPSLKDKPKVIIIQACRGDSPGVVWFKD
Target sequence (P29466 317-404 limits assumed): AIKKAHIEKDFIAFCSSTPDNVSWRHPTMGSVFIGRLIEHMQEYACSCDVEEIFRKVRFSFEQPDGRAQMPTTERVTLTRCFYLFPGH
Luciferase inh = inhibitors of firefly luciferase; P08659; purified firefly luciferase, luminescence, 8 min; Potency, µM (titrated, usually from 57.1 µM), for inactives: top-dose activity change, negative = inhibition, actives largely listed as inhibitors; 72,000 compounds, 2.2% hits; also: potency is read from the fitted curve at half-maximal effect; % is scaled to controls: 0 for no effect and ±100 for the full control effect; nearly all actives have a fitted effect of over 40% in size
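Titration-based qHTS; buffer 50 mM imidazole pH 7.2, 50 mM KCl, 7 mM MgCl2, 10 uM ATP, 0.01% Tween 20, 0.05% BSA; luciferase/luciferin detector mix added after compound; 8 min, ambient; luminescence.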
HEK293 cAMP cs = raises cAMP in parental HEK293 cells, TSHR agonist counter-screen; 73,000 compounds, 2.5% hits; Potency, µM (top dose mostly 57.1 µM), for the others: at the highest dose activation, most hits filed as activators; parental HEK293 CNG cAMP sensor, membrane potential fluorescence; AID 938; also: potency is read from the fitted curve at half-maximal effect; % of control where 0% means no effect; nearly all actives have a fitted effect of over 55% in size
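Parental HEK 293 cells stably expressing a cAMP-gated CNG channel were loaded with membrane potential dye containing 100 uM RO 20-1724 for 60 min. Compound added for 30 min; depolarization read as fluorescence intensity at 590 nm.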
HADH2 inhib = blocks human hydroxyacyl-CoA dehydrogenase type II; recombinant HADH2, NADH fluorescence, beta-hydroxybutyryl-CoA; Potency, µM (highest dose often 57.1 µM), inactives show top-dose activity change, negative = inhibition, hits mostly inhibitors; Q99714; 73,000 compounds, 3.4% hits; also: potency is read from the fitted curve at half-maximal effect; % is scaled to controls: 0 for no effect and ±100 for the full control effect; nearly all actives have a fitted effect of over 60% in size; many of its hits are not listed in these tables
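His-tagged recombinant enzyme from E. coli, 20 nM, preincubated 15 min RT with compound; reaction started with 1 mM NAD+ and 90 uM beta-hydroxybutyryl-CoA in 100 mM Tris-HCl pH 9.0. NADH fluorescence (ex 360/em 450) read over 4 min; last-minus-first difference.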
Casp7 inh = caspase-7 (human) inhibition, allosteric or competitive. P55210. 75,000 compounds, 0.02% hits. recombinant caspase-7, Ac-DEVD-AFC fluorescence rate. AID 889. Potency, µM (titrated, usually from 57.5 µM), without a hit: top-dose activity change, negative = inhibition, most hits filed as inhibitors; active = well fitted inhibition curve with a large enough effect in the main read-out, with a control signal flat, not every such curve was filed as active; inconclusive = small, poorly fitted or top-dose-only effect, or a change in a side signal; also: potency is read from the fitted curve at half-maximal effect; % of control where 0% means no effect
ERK AVP block = blocks ERK signaling stimulated by vasopressin | HEK293-V1b, vasopressin-stimulated pERK AlphaScreen | Potency, µM (doses to about 57.5 µM), without a hit: at the top dose activity, negative = inhibition, hits mostly inhibitors | 72,000 compounds, 0.99% hits; also: potency is read from the fitted curve at half-maximal effect; % is scaled to controls: 0 for no effect and ±100 for the full control effect; nearly all actives have a fitted effect of over 55% in size
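Overnight-seeded V1b-HEK293 cells in 1% FBS got compound, then vasopressin (25 nM final, 5 min, 37C), then lysis buffer. AlphaScreen detection of phospho-ERK; activity normalized to basal and full-stimulation controls.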
TexasRed autofl = compound fluoresces in the Texas Red spectral region. max dye-equivalent concentration, M. Compound fluorescence, Texas Red channel, 547/618 nm; active compounds read high. 59,000 compounds, 0.06% hits. AID 587; in the data active = max dye-equivalent concentration above about 10 nM; inconclusive = between about 1.1 nM and that limit
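Compound fluorescence was read after 15 min at room temperature in 100 mM Tris, pH 8.0, using 547 nm excitation and 618 nm emission across a concentration series. It was expressed as Texas Red dye-equivalent concentration from an on-plate standard curve.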
USP2a inh = USP2a (human) protease inhibition | Potency, µM (titrated, usually from 38.3 µM), inactives show at the top dose activity change, negative = inhibition, actives largely listed as inhibitors | O75604 | 60,000 compounds, 0.1% hits | USP2a enzymatic assay, qHTS inhibition | AID 927;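 also: potency is read from the fitted curve at half-maximal effect; nearly all actives have a fitted effect of over 60% in size; plate controls were DMSO for no effect and NEM full inhibition control for full effect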
Target sequence (O75604 whole entry, looked up): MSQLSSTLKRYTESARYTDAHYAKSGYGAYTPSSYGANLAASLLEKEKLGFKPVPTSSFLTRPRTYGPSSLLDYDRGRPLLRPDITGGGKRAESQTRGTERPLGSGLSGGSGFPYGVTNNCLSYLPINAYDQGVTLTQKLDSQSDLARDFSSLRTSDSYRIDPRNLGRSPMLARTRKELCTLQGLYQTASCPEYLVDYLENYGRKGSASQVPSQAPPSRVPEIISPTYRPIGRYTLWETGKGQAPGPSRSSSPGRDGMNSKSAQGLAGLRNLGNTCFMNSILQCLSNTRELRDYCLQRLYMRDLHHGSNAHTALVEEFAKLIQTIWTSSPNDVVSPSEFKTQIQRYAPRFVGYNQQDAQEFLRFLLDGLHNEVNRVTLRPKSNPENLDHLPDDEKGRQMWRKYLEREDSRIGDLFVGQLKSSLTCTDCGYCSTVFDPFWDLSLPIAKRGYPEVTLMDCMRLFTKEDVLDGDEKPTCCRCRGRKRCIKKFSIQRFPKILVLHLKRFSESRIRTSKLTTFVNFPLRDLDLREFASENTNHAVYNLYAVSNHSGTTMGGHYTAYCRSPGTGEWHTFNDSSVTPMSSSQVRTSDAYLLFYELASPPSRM
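Coupled readout: USP2-cleaved Ub-PLA2 (20nM final) turns over NBD C6-HPC (20uM final), Ex 460nm/Em 535nm after 2.5 h, time-zero read flagging artifacts. Enzyme (20nM final, pH 8.0 Tris) given 30 min RT with compound first; NEM defines full inhibition.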
Tau filament bind = binders of human tau filaments | recombinant tau filaments, thioflavin S fluorescence, 15 h; filaments grown with octadecylsulfate alongside compound | Potency, µM (top dose mostly 57.1 µM), inactives show top-dose activity change, negative = inhibition | 71,000 compounds, 2% hits | AID 596;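 also: potency is read from the fitted curve at half-maximal effect; % is scaled to controls: 0 for no effect and ±100 for the full control effect; actives lower thioflavin S fluorescence by blocking filaments or displacing dye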
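Assay mix: 1 uM His-tagged tau, 30 uM sodium octadecylsulfate, thioflavine S dye in HEPES/NaCl/DTT buffer. Compound is added prior to the inducer. Fluorescence after 15 h at 37 C.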
Rhodamine autofl = rhodamine region autofluorescence; Rhodamine-region fluorescence, 547/598 nm, Tris buffer; active compounds read high; max dye-equivalent concentration, M; 59,000 compounds, 0.05% hits; in the data active = max dye-equivalent concentration above about 11 nM; inconclusive = between about 1.1 nM and that limit
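Steps: pin-transfer compounds into pH 8.0 Tris (100 mM), hold 15 min at room temperature, image with a 547/598 nm filter pair, and convert intensities to rhodamine-equivalent concentration using a six-point on-plate rhodamine series.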
Fluorescein autfl = fluorescein region autofluorescence | Compound autofluorescence, 480/540 nm, fluorescein-equivalent; active compounds read high | max fluorescein-equivalent concentration, M | 59,000 compounds, 0.91% hits; in the data active = max fluorescein-equivalent concentration above about 10 nM; inconclusive = between about 1.1 nM and that limit
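In this qHTS profile, compound fluorescence was measured with a 480 nm/540 nm filter pair following a 15-min room-temperature incubation in 100 mM Tris (pH 8.0). A six-point fluorescein series on each plate served for normalization.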
* = called active by the depositor; i = inactive; ? = inconclusive; / = no result given; [ ] = dose if it differs, or a comment. Unless noted, calls follow the shape of the dose curve; as a rule, active = well fitted curve in the direction sought with a large enough effect; inconclusive = small, poorly fitted or top-dose-only effect, or another doubt; inactive = no such curve, though single readings can be large; an effect the other way counts as inactive or inconclusive. The list is partial; rates above refer to the full screens.

compound	Caspase-1 inhib	Luciferase inh	HEK293 cAMP cs	HADH2 inhib	Casp7 inh	ERK AVP block	TexasRed autofl	USP2a inh	Tau filament bind	Rhodamine autofl	Fluorescein autfl
COc1ccc(C2=NOC(C(=O)NCc3ccc(F)cc3)C2)cc1OC (configuration not stated)	-3%	1%	25%	2%	0%	?	i	6%	0%	i	?
C[C@H](N)c1nnc(SCc2ccc(Cl)cc2Cl)o1	1%	3%	11%	9%	0%	3%	i	5%	-7%	i	i
O=C(CSc1nnc(Cc2ccccc2)o1)Nc1ccc(Br)cn1	0%	3%	10%	5%	-1%	3%	i	-7%	75%	i	i
CC(C)C12CN3CC(C(C)C)(CN(C1)C31C(=O)Nc3ccccc31)C2=O (configuration not stated)	0%	-1%	20%	5%	0%	-10%	/	3%	16µM*	/	/
CCOC(=O)C(C(C)=O)=C1SC2CS(=O)(=O)CC2S1 (configuration not stated)	-3%	3%	32%	-4%	-1%	23%	i	-3%	-5%	i	?
Cc1ccc([C@@H](O)c2cnc(C)n2Cc2ccccc2)cc1	-14%[11.5 µM]	0%[11.4 µM]	8%[11.4 µM]	1%[11.4 µM]	1%[11.5 µM]	-9%[11.5 µM]	i	/	5%[11.4 µM]	i	i
CCCn1c(NC(=O)c2ccc(Cl)c(S(=O)(=O)N3CCCC3)c2)nc2ccccc21	-4%	1%	16µM*	25µM*	-6%	3.2µM*	i	24%	34%	i	?
Cc1ccc(-c2nnc(SCC(=O)Nc3ccc(S(=O)(=O)N4CCCCCC4)cc3)o2)cc1	0%	2%	-6%	9%	-1%	-3%	i	90%[activator]	-5%	i	i
CC(=O)OC(C)C[N+](C)(C)C (configuration not stated)	2%	0%[25.5 µM]	/	/	0%	-14%	i	-9%	/	i	?
CCOC(=O)Nc1cc2c(C)cc(=O)oc2cc1C	0%	0%	18%	25µM*	2%	-10%	i	-7%	8%	i	?
O=C(Cn1nnc(-c2ccc3c(c2)OCO3)n1)N1CCOCC1	1%	1%	4%	-5%	0%	-21%	i	4%	3%	i	i
O=P(c1ccccc1)(c1ccccc1)C(c1ccco1)N1CCOCC1 (configuration not stated)	-1%	0%	?	2%	1%	38%[activator]	i	2%	4%	i	i
COc1ccccc1N1CCN(S(=O)(=O)c2ccccc2F)CC1	0%	1%	1%	7%	0%	-3%	i	3%	6%	i	?
CN(CCNC(=O)CN1CCN(Cc2ccccc2Cl)C1=O)Cc1ccccc1	-2%	0%	24%	11%	1%	6%	i	10%	-6%	i	i
CCOC(=O)C1=C(C)Nc2ccccc2N=C1NC(=O)CCCN1C(=O)c2ccccc2C1=O	0%	2%	4%	8%	0%	-9%	i	5%	5%	i	?
CCOC(=O)C1=C(C)NC(C)=C(C(=O)OCC)C1C1=COCCO1	0%	2%	13%	-5%	0%	-18%	i	-3%	-21%	i	i
O=c1cc2n(c(=O)[nH]1)CCC1=C2CCCC1	-4%	0%	16%	-13%	-7%	10%	?	14%	-6%	i	?
COc1cc2oc(-c3ccccc3)cc(=O)c2cc1O	0%	1%[11.4 µM]	8%	10%	-2%	-8%	i	/	?	i	i
Cc1ccc(N2C(=O)c3ccccc3C2Nc2ccccc2F)nc1 (configuration not stated)	-3%	3%	?	1%	-1%	-24%	/	/	6%	/	/
Cc1noc(C)c1COC(=O)CCOc1ccccc1	-6%	-4%	9%	12%	2%	3%	?	6%	19%	i	i
COC(=O)c1cn(CC(=O)N2CCCCCC2)c2ccccc12	0%	-2%	28%	6%	2%	-14%	i	12%	2%	i	i
Cc1nnc(SCC(=O)Nc2nc3c(s2)CC(C)CC3)s1 (configuration not stated)	1%	-18%	9%	-23%	0%	-15%	i	19%	467%	i	i
c1ccc(-c2nc(-c3ccco3)cs2)nc1	-2%	?	6%	-14%	-1%	-14%	i	-4%	-2%	i	i
Cc1ccc(S(=O)(=O)N2CCC(C(=O)N[C@@H](C)C(=O)NCCc3ccccc3)CC2)cc1	-1%	3%	8%	3%	0%	20%	i	5%	8%	i	?
Cc1cc(C)cc(OCC(=O)Nc2ccc(N3CCN(S(C)(=O)=O)CC3)cc2)c1	1%	1%	-12%	3%	0%	-12%	i	11%	-15%	i	?
CCOc1ccccc1N(CC(=O)N1CCCCCC1)S(C)(=O)=O	-1%	3%	6%	-4%	-1%	-4%	/	5%	14%	/	/
Cc1ccccc1-c1nc(CS(=O)(=O)CC(=O)NCc2ccccc2)c(C)o1	-4%	3%	27%	-2%	-2%	0%	/	/	34%	/	/
Cn1c(=O)c2c(nc(N/N=C\c3ccccc3C(=O)O)n2C)n(C)c1=O	2%[11.5 µM]	3%[11.4 µM]	2%[11.4 µM]	24%[11.4 µM]	-2%[11.5 µM]	-5%[11.5 µM]	i	/	1%[11.4 µM]	i	i
CCNc1nc(NC(C)C)nc(Oc2ccc(OCCOc3ccc(C)cc3)nn2)n1	-2%	-7%	7%[11.4 µM]	-1%[11.4 µM]	-1%	-13%	/	24%[7.66 µM]	-20%[11.4 µM]	/	/
CCOc1ccc(NC(=O)c2ccccc2NC(=O)CN2CCN(C(C)=O)CC2)cc1	0%	4%	1%	-3%	0%	8%	i	12%	-3%	i	i
COc1ccc2c(c1)C(C)=CC(C)(C)N2C(=O)C(C)N1C(=O)c2ccccc2C1=O (configuration not stated)	1%	0%	?	6%	-1%	5%	i	5%	-16%	i	i
CCC(C)(C(=O)NC1CCCC1)N(CC1CCCO1)C(=O)CNC(=O)c1ccccc1 (configuration not stated)	-2%	2%	17%	0%	-1%	8%	i	6%	-9%	i	i
Clc1ccc(Cn2cccc2C2=NCCO2)cc1	-4%	2%	21%	-4%	0%	8%	i	7%	2%	i	i
CCOc1cccc(N2C(=O)CC(n3cnc4ccccc43)C2=O)c1 (configuration not stated)	0%	1%	5%	5%	0%	-13%	i	13%	-1%	i	i
Cc1cc(C(=O)Nc2cccnc2)on1	-1%	1%	-1%	-2%	-1%	-2%	/	/	-8%	/	/
CCOC(=O)C1CCCN(C(=O)CNC(=O)Cn2ccc3ccccc3c2=O)C1 (configuration not stated)	0%	0%	-1%	-11%	-3%	-16%	i	-5%	7%	i	i
CCN(CC)S(=O)(=O)c1ccc(C(=O)C(C#N)c2ccccn2)cc1 (configuration not stated)	-2%	5%	-7%	9%	0%	1%	i	1%	8%	i	i
COCCN(C(=O)Cc1cccs1)c1nnc(-c2ccncc2)s1	0%	2%	7%	143%[activator]	-2%	-11%	?	15%	-10%	i	i
COc1cccc(N2CCN(C(=O)C3CCCN(S(=O)(=O)c4cnc[nH]4)C3)CC2)c1 (configuration not stated)	0%	1%	?	4%	1%	?	/	/	-13%	/	/
CCn1nnc(NC(=O)CSc2ccc(Cl)cc2)n1	-2%	2%	3%	?	-6%	-24%	i	23%	-24%	i	i
CCOC(=O)c1cccc(NC(=O)CN(c2ccc(OC)cc2)S(=O)(=O)c2c(C)noc2C)c1	-1%	-2%	20%	8%	-1%	23%	i	37%[activator]	-8%	i	?
OC(CCCN1CCCCC1)(c1ccccc1)c1ccccc1	-4%[25.7 µM]	-1%[25.5 µM]	13%[25.6 µM]	0%[25.6 µM]	0%[25.7 µM]	2%[25.7 µM]	?	4%[17.1 µM]	2%[25.6 µM]	i	i
CCOc1cc(NC(=O)c2ccco2)c(OCC)cc1NC(=O)COc1ccccc1C	1%	1%	1%	-2%	1%	-8%	?	0%	5%	i	i
N[C@H](Cc1cc(I)c(Oc2ccc(O)c(I)c2)c(I)c1)C(=O)O	-3%[25.7 µM]	7%[25.5 µM]	?	-26%[25.6 µM]	0%[25.7 µM]	-9%[25.7 µM]	i	9%[17.1 µM]	4%[25.6 µM]	i	i
CCOc1ccc(N2CC(C(=O)NC(C)C)CC2=O)cc1 (configuration not stated)	-1%	-1%	6%	8%	1%	-14%	i	-1%	0%	i	i
O=C(CCS(=O)(=O)Cc1ccccc1)Nc1nc2c(s1)CCCC2	-1%	5%	4%	-2%	-2%	-19%	i	7%	127%	i	i
CC1=C(C(=O)Nc2cc(-c3cccc(F)c3)[nH]n2)C2(CCCCC2)OC1=O	-2%	0%	4%	2%	?	-21%	/	/	13µM*	/	/
O=C(Cn1c(NCCCO)nc2ccccc21)c1ccco1	-1%	1%	12%	2%	-1%	-7%	i	-2%	-4%	i	i
